M1 ag parental: M1 agonist counterscreen hit in parental CHO-K1 cells; hit rate 0.48% among 360,000; AID 602248; Fluo-8 calcium fluorescence; scaled to maximal ATP response, vehicle zero; activation, % at 3 µM; in the data active = activation above about 15%;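 note: untransfected CHO-K1 host cells lacking M1 receptor as counterscreen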
CHRM1 antagonist: human CHRM1 antagonism | hit rate 1.3% among 360,000 | AID 588852 | P11229 | CHO-K1 hM1, Fluo-8 calcium fluorescence, ACh EC80 antagonist | inhibition, % at 3 µM;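 active = percent inhibition above its own plate's cutoff, namely the mean of that plate's compound wells plus 3 SD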;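 note: peak over basal fluorescence ratio during 140 s after agonist addition; 0% = ACh EC80 plus DMSO and 100% = DMSO alone without agonist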
Target sequence (P11229 whole entry, looked up): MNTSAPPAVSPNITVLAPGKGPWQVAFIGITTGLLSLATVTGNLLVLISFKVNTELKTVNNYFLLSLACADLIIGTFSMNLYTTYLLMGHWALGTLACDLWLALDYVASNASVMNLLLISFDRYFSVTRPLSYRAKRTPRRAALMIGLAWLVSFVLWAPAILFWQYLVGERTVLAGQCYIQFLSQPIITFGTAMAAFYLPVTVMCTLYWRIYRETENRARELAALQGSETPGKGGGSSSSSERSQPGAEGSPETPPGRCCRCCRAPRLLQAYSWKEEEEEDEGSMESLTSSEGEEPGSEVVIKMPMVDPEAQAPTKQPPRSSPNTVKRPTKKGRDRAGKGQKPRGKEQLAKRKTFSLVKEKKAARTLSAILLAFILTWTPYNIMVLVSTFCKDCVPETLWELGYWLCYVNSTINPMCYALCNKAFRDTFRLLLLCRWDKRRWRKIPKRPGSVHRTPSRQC
CHRM4 agonist: agonists of human muscarinic M4 receptor (CHRM4); activation, % at 3 µM; CHO-K1 hM4/Gqi5, Fluo-8 calcium fluorescence; vehicle 0%, full acetylcholine response 100%; hit rate 0.14% among 360,000; P08173;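 active = activation above the run mean over all test wells plus 3 SD, cut at about 32% in these data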;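 note: peak over basal fluorescence ratio per well then scaled between controls; 0% = DMSO wells and 100% = acetylcholine at EC100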
Target sequence (P08173 whole entry, looked up): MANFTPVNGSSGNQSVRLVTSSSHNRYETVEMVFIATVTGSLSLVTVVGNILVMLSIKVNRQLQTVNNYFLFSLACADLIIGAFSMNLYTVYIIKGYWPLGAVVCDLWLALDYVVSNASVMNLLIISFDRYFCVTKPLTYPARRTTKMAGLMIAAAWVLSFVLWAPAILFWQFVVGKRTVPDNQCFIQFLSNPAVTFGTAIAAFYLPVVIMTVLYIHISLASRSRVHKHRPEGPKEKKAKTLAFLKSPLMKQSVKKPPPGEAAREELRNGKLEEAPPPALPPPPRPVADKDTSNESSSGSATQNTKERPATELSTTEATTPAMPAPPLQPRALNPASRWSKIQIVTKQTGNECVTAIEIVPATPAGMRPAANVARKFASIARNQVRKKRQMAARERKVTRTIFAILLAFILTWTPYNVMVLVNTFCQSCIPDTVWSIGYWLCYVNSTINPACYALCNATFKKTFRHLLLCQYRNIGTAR
CHRM1 PAM: human CHRM1 positive allosteric modulation | P11229 | CHO-K1 hM1, Fluo-8 calcium fluorescence, ACh EC20; 0% = ACh EC20, 100% = maximal ACh | activation, % at 3 µM | hit rate 0.088% among 360,000 | AID 588819; in the data active = activation above about 19%, passing the limit was not always enough
CHRM1 agonist: activates human CHRM1 receptor | hit rate 0.33% among 360,000 | P11229 | AID 588814 | activation, % at 3 µM | CHO-K1 hM1, Fluo-8 calcium fluorescence, agonist mode; 0% DMSO, 100% acetylcholine EC100;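 active = activation above the run's mean compound activation plus 3 SD, cut at about 16% in these data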;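 note: peak over basal fluorescence ratio within a 140 s kinetic read after compound addition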
CHO parental Ca: signal in parental CHO cells, OX1R antagonist counter-screen. inhibition, % at 5.6 µM. hit rate 0.63% among 330,000. parental CHO-K1, ATP-induced calcium, Fluo-8 fluorescence;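 active = inhibition above that plate's mean sample inhibition plus 3 SD, cut at about 26% in these data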;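 note: 0% = ATP-challenged DMSO wells and 100% = DMSO wells without ATP; some compounds past the cut are filed as inactive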
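Test system: untransfected parental CHO cell line; also added: ATP stimulus; dosing: 5.6 µM, single dose; signal: calcium-sensitive Fluo-8 fluorescence; measure: percent inhibition of ATP-evoked calcium rise, normalized to controls; benchmarks: low control ATP plus DMSO, high control DMSO only; replication: one well per compound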
CHO-K1 Ca antag: counter-screen for M1 antagonists: effect in parental CHO-K1 cells; ATP-induced calcium, Fluo-8 fluorescence; inhibition, % at 3 µM; hit rate 0.6% among 360,000; AID 602250;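 active = inhibition above a per-plate cutoff, the plate's mean sample inhibition plus 3 SD, cut at about 24% in these data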;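 note: 0% = DMSO plus EC80 ATP and 100% = DMSO alone without ATP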
M4 antag: CHRM4 antagonism in calcium assay; hit rate 0.73% among 360,000; CHO-hM4 cells, ACh EC80, Fluo-8 calcium fluorescence; P08173; inhibition, % at 3 µM;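 active = inhibition above its plate's cutoff, the mean inhibition of sample wells plus 3 SD, cut at about 27% in these data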;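 note: 0% = acetylcholine EC80 with DMSO and 100% = DMSO without agonist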
OXTR potentiator: human OXTR potentiation; AID 2445; activation, % at 3 µM; hit rate 0.061% among 320,000; CHO-OTR cells, Fluo-8 calcium fluorescence, potentiator mode; 0% = oxytocin EC15, 100% = EC100;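 active = activation above that plate's cutoff, the mean activation of tested compounds plus 3 SD, cut at about 6.6% in these data, passing the limit was not always enough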;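 note: 100% uses oxytocin at 75 nM as the full agonist control; some results filed as inactive read as strong as hits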
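Measured by – Fluo-8 calcium dye fluorescence · Test system – human OTR in CHO cells · Dosing – one concentration, 3.0 µM compound · Controls – EC15 oxytocin alone as 0%, 75 nM oxytocin as 100% · Evaluation – normalized max/min fluorescence ratio, % activation · Timing – 6 min pre-incubation, 100 s read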
* marks the source's active call; other numbers are inactive results; x = no result given. Compounds were not picked by outcome; 2.9% or so of the library scored in one or more.

SMILES	M1 ag parental	CHRM1 antagonist	CHRM4 agonist	CHRM1 PAM	CHRM1 agonist	CHO parental Ca	CHO-K1 Ca antag	M4 antag	OXTR potentiator
O=C(CCCN1C(=O)c2ccccc2C1=O)Nc1nncs1	0.8	-10	1	8	-1	-13	-9	-8	-9
CCN(CC)S(=O)(=O)c1ccc(N/N=C(\C)c2ccncc2)nc1	2.9	-9	1	12	-8	-7	-18	-5	-7
Cc1nc2cc(C(=O)NCc3cccnc3)ccc2n1-c1ccc(F)cc1F	1.4	6	2	0	-6	-12	3	-3	5
C/C(CC(=O)NC(C)(C)C)=N\NC(N)=S	0.1	-10	2	10	-7	-14	-8	-9	-9
CCC(=O)Nc1ccc(C(=O)OCC(=O)c2ccc(C)c([N+](=O)[O-])c2)cc1	3.2	10	10	2	-1	-9	13	8	-6
COc1ccc(S(=O)(=O)NNC(N)=S)cc1	0.2	-7	1	9	-3	-3	-11	-8	-6
Cc1ccc(OCC(=O)Nc2ccc3c(c2)nc(CCN2CCN(C)CC2)n3C)cc1	0.4	-3	0	2	-5	1	-6	2	-9
COc1cccc(C(=O)OC2CCN(C)CC2)c1	-0.8	10	0	-9	-10	4	29*	4	-2
CC(C)=NNc1cnnc2ccc([N+](=O)[O-])cc12	0.2	-3	1	-2	-3	x	2	2	x
O=S1(=O)CC=C(CSC(=S)NC2CCS(=O)(=O)C2)C1 (stereo not drawn)	-0.3	-5	0	3	-4	8	5	0	2
COc1ccc(CCNC(=O)C(C(=O)c2ccccc2)n2cc(Cl)ccc2=O)cc1OC (stereo not drawn)	0.8	-15	2	7	-7	-14	-4	11	-4
CC1CCCN(S(=O)(=O)c2ccc(NC(=O)C3CC(=O)N(C(C)(C)C)C3)cc2)C1 (stereo not drawn)	0.3	2	1	1	-7	-14	-11	-16	-13
Cc1nc2ccccc2c2oc(C(=O)N3CCCC(C)C3)cc12 (stereo not drawn)	1.7	-6	4	3	-4	-9	-17	1	1
CN1OC2C(=O)N(c3ccccc3)C(=O)C2C1c1ccc(F)cc1 (stereo not drawn)	0.7	-15	1	14	-3	-5	-7	8	-3
COc1ccc(Cl)cc1C(=O)O/N=C(\N)c1ccncc1	3.7	12	8	-6	-3	-17	0	6	-6
COc1ccc(CCNC(=O)CSc2nc3ccccc3c3nc(CCN4CCCCC4)nn23)cc1OC	4.5	22	15	-9	-4	-8	2	6	-6
O=C(Cc1ccccc1[N+](=O)[O-])NC1CC1	1.1	5	0	5	-6	-7	-4	0	-2
COc1ccc(S(=O)(=O)NNC(=O)Nc2ccccc2OC)c(OC)c1	-0.1	-6	0	11	-2	x	-3	9	x
O=c1c(Cl)c(NCCCO)cnn1-c1nc2ccccc2[nH]1	0.1	0	0	1	-1	-11	-4	-2	-2
CC1CN(S(=O)(=O)c2cc(C(=O)N(C)Cc3cccs3)ccc2Cl)CC(C)O1 (stereo not drawn)	4.2	1	5	-2	-4	-19	-9	8	-8
CCn1c(SCC(=O)N2CCCC2)nc2ccccc2c1=O	8.5	3	-1	4	-6	-22	-2	-10	-1
COc1ccc(NC(=O)CSc2nc(N)c(C#N)cc2C#N)cc1	1.4	-8	3	8	-4	-5	-27	-6	-2
COc1ccc(OC)c(CN2CCN(C(=O)c3ccc(C)c(S(=O)(=O)Nc4ccccc4OC)c3)CC2)c1	1.2	-4	5	2	-7	x	-19	-26	x
CC1CN(C(=O)c2cc(S(=O)(=O)N3CCN(c4ccccc4)CC3)ccc2Cl)CC(C)O1 (stereo not drawn)	1.1	-4	3	2	-1	-28	-3	-10	2
Cc1ccc2c(CN3CCN(c4ccccc4F)CC3)cc(=O)oc2c1	0.5	-6	0	2	-2	x	5	-10	x
COc1ccc(/C(C)=N/Nc2cccc(C(=O)O)c2)cc1OC	0.6	3	1	2	1	-3	-11	2	-20
COc1cccc(NC(=O)COc2c(F)c(F)c(C(F)(F)F)c(F)c2F)c1	1.0	6	1	-5	-9	-7	-6	-9	-14
O=C(CSc1nnc(CNC(=O)c2ccc(F)cc2)o1)NCc1ccccc1	0.6	-6	1	4	-2	2	-4	9	0
C=CCn1c(SCC(=O)c2ccc(Cl)s2)nc2ccccc2c1=O	-0.2	-5	0	9	-7	-15	9	-1	-2
O=c1c2ccccc2nc(/C=C/c2ccc([N+](=O)[O-])cc2)n1CCCO	3.3	5	10	2	-5	-15	-3	-11	8
Cc1cccc(C)c1Nc1nnc(SCC(=O)NCCCN2CCCC2=O)s1	0.0	-7	1	2	-5	-10	-7	-1	-5
COc1ccc(NC2=C(C(C)=O)C(c3ccc(OC)cc3)C(C(C)=O)C(C)(O)C2)cc1 (stereo not drawn)	-0.5	0	0	10	-2	-6	9	4	-9
Cc1cccc(OCCNS(=O)(=O)c2ccc(Cl)cc2)c1	-0.2	7	-1	-4	-3	-26	-7	-7	-6
Cc1ccc(SCCNC(=O)c2ccccc2C)cc1	-0.1	-40	1	21	6	-22	-9	-4	-11
Cc1cc(C(=O)Nc2ccc(N3CCOCC3)c3nonc23)ccc1[N+](=O)[O-]	11	0	2	3	-2	2	15	10	-5
Cc1ncc(CO)c(/C=N/Nc2cccc(Cl)n2)c1O	1.3	-8	5	-2	-1	-7	-12	-6	-5
O=C(NC1CCCc2ccccc21)C(Cc1ccccc1)NS(=O)(=O)c1cccs1 (stereo not drawn)	1.3	-4	4	0	-6	-20	-7	-17	-4
O=C(NCc1ccccc1OC(F)(F)F)C1CCC(=O)N(Cc2ccccn2)C1 (stereo not drawn)	5.6	-8	1	6	-2	-7	-3	-2	9
COc1ccc(N2C3=[N+](CC2(C)O)c2ccccc2CC3)cc1 (stereo not drawn)	0.2	15	1	-11	-8	-6	-3	4	1
COC(=O)[C@H](C(C)C)N(Cc1ccccc1)S(=O)(=O)CCN1CCN(c2ccccc2)CC1	-0.2	-10	0	3	-6	-26	3	-2	x
O=C(OCc1nnc(-c2ccc([N+](=O)[O-])cc2)o1)c1ccc(F)c(S(=O)(=O)N2CCOCC2)c1	0.4	1	3	4	0	x	-1	-14	x
CC(=O)Nc1cc(-c2ccc(C(=O)NC3CC3)cc2)cn2c(-c3ccc(F)c(Cl)c3)cnc12	0.1	-8	6	0	-5	x	4	-4	x
Cc1ccc(C(=O)OCC(=O)NCc2ccco2)cc1	0.0	-17	1	2	-2	1	5	5	-10
O=C(Cc1ccc(S(=O)(=O)N2CCOCC2)s1)Oc1ccc(F)cc1	1.1	-3	1	3	-2	2	0	-13	-4
COc1ccc(-c2csc(NC(=O)CS(=O)(=O)c3ccccc3)n2)cc1	3.7	-6	12	1	1	-1	-6	-7	-10
CCn1ccnc1CN(C)Cc1cn[nH]c1-c1ccc(OC)c(F)c1	0.5	8	2	-4	-3	-13	2	-3	1
Cc1nnc(SCC(=O)NC2CCCc3ccccc32)n1-c1ccccc1 (stereo not drawn)	0.4	2	0	0	-1	-13	-6	10	-7
COc1ccc([C@@H]2CC=C(C(=O)O)[C@H](c3ccc(C)cc3)N2S(=O)(=O)c2ccccc2C)cc1	0.3	-4	0	0	-4	-11	-2	-6	4
COc1cccc(NS(=O)(=O)c2cc3[nH]c(=O)c(=O)[nH]c3cc2C)c1	0.6	-15	1	14	-1	12	-20	-7	-2
Nc1nc(SCC(=O)O)[nH]c(=O)c1NC(=O)c1ccccc1F	0.6	7	1	-1	-5	-2	4	11	0
New compounds follow.
SMILES	M1 ag parental	CHRM1 antagonist	CHRM4 agonist	CHRM1 PAM	CHRM1 agonist	CHO parental Ca	CHO-K1 Ca antag	M4 antag	OXTR potentiator
COc1ccc(N=C(C)C2=C(O)c3ccccc3C2=O)cc1	0.4	16	0	-3	-7	-24	-2	0	-10
Fc1ccccc1CSc1nnc(-c2cccnc2)o1	0.1	1	0	1	-4	2	-10	4	-2
Cc1cc(NC(=O)COC(=O)CCS(=O)(=O)c2ccc(C)c(C)c2)no1	0.0	4	2	-1	-6	-10	-6	-2	3
C=CCC(C=C)[N+]1(CC(=O)OC)CCCCC1 (stereo not drawn)	0.0	1	1	4	-6	9	4	8	-4
CCSc1nnc2n1C(C)(C)Cc1ccccc1-2	0.4	-22	1	1	-3	11	-11	-3	-9
CC1=CC(C)C2C(=O)N(c3ccccc3)NC(=O)C2C1 (stereo not drawn)	0.2	-3	0	9	-5	-1	-3	-4	2
CN(CC(=O)Nc1ccccc1C(F)(F)F)C(=O)c1cc(-c2cccs2)nn1-c1ccccc1	0.9	-6	8	0	-2	-21	1	-4	2
COCCN(CCOC)C(=S)Nc1ccccc1	0.8	7	1	7	-2	10	12	4	-5
Cc1ccc(N2CCN(S(=O)(=O)c3nnc(NC(=O)c4ccco4)s3)CC2)cc1	5.0	15	11	-11	-3	-10	-1	-17	-6
Nc1nccc(SCc2ccccc2)n1	0.2	-2	0	1	0	x	-3	2	x
O=S(Cc1ccccc1)Cc1ccccc1	-0.4	-3	0	5	-3	x	1	-15	x
c1cc2c(cc1C1=NNC(=NC3CC3)SC1)OCCO2	0.3	-7	1	9	-6	-14	-15	-8	3
CCCCCC(=O)NC(=S)Nc1ccc(NC(=O)c2ccco2)cc1	5.2	16	8	-16	-5	4	0	1	-14
Cc1ccccc1N(CC(=O)Nc1ccccc1C(=O)O)S(C)(=O)=O	0.0	-7	0	6	-2	-2	-8	1	-13
COc1ccc(-c2nnc(NC(=O)C(C)C)s2)c(OC)c1	4.6	39*	18	-10	-1	-6	-4	15	-2
COc1ccc(/C=C/C(=O)OCC(=O)NCc2ccco2)c(OC)c1	0.6	2	1	4	-5	-7	4	6	-5
Cc1ccc(-c2csc(/C=C3/SC(C)C(=O)N3CC(=O)Nc3ccccc3F)n2)cc1 (stereo not drawn)	0.6	-10	0	5	-1	x	-5	-7	x
CCOC(=O)NC(=O)/C(C#N)=N/Nc1ccc(F)cc1	1.0	-2	1	-3	0	-4	27*	26	-5
CCCCN(C(=O)CCNC(=O)NC12CC3CC(CC(C3)C1)C2)c1c(N)n(CCCC)c(=O)[nH]c1=O	-0.2	-13	-2	4	-2	-16	-3	-16	-8
Cc1ccc(C(=O)NCCCNC(=O)COc2ccc(C)c(C)c2)cn1	0.8	0	1	2	-2	-9	-10	3	-8
CCC(=O)N1CCc2cc(S(=O)(=O)NCCC(=O)NCc3ccccc3Cl)ccc21	4.6	-11	6	6	-3	-17	-17	-8	-1
COC(=O)Nc1ccc(SCC(=O)c2ccccc2)cc1	1.6	-14	3	10	-2	12	-7	-4	-12
CC(C)NC(=O)N(C)C[C@H]1Oc2c(NC(=O)Cc3ccccc3)cccc2C(=O)N([C@H](C)CO)C[C@@H]1C	0.0	2	0	13	2	-14	-1	-10	2

One compound at a time, from the list above. Order of screens: M1 ag parental, CHRM1 antagonist, CHRM4 agonist, CHRM1 PAM, CHRM1 agonist, CHO parental Ca, CHO-K1 Ca antag, M4 antag, OXTR potentiator
`O=c1c(Cl)c(NCCCO)cnn1-c1nc2ccccc2[nH]1` is entered as 0.1, 0, 0, 1, -1, -11, -4, -2, -2
`O=C(Cc1ccc(S(=O)(=O)N2CCOCC2)s1)Oc1ccc(F)cc1` is entered as 1.1, -3, 1, 3, -2, 2, 0, -13, -4
`COc1ccc(NC(=O)CSc2nc(N)c(C#N)cc2C#N)cc1` is entered as 1.4, -8, 3, 8, -4, -5, -27, -6, -2

Screening results from PubChem.
